MITF primary: human MITF inhibition, primary screen | O75030 | AlphaScreen MITF homodimerization, bead proximity signal | inhibition, % at 2.6 µM | 0.91% of 650,000 active | AID 1259374; in the data active = inhibition above about 50%;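 note: 0% = vehicle wells with protein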
Target sequence (O75030 whole entry, looked up): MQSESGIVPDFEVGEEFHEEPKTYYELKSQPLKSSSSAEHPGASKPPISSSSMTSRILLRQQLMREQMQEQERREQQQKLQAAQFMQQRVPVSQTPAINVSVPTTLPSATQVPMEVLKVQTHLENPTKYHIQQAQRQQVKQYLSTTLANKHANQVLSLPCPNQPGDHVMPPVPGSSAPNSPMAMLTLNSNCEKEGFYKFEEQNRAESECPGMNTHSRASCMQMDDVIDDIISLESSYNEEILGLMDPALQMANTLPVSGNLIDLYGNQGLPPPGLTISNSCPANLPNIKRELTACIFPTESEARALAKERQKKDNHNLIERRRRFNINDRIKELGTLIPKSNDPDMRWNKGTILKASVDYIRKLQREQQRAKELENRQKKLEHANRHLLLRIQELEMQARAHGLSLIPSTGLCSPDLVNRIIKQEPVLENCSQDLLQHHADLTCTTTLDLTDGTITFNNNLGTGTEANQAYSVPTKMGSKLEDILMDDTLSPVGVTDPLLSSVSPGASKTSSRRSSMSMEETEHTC
TEAD-YAP block: TEAD-YAP interaction inhibition; HEK-TIYL cells, TEAD-Gal4/YAP UAS-luciferase luminescence; inhibition, % at 9.12 µM; AID 1259422; 1.4% of 640,000 active; in the data active = inhibition above about 32%;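 note: 0% = median of test compound wells and 100% = reference inhibitor wells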
GPR151 ag: activators of human GPR151; AID 1508602; Q8TDV0; PathHunter beta-arrestin GPR151 cells, luminescence; activation, % at 11.2 µM; 1% of 650,000 active; in the data active = activation above about 4.9%;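 note: 0% = median of compound wells and 100% = cells with positive control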
Target sequence (Q8TDV0 whole entry, looked up): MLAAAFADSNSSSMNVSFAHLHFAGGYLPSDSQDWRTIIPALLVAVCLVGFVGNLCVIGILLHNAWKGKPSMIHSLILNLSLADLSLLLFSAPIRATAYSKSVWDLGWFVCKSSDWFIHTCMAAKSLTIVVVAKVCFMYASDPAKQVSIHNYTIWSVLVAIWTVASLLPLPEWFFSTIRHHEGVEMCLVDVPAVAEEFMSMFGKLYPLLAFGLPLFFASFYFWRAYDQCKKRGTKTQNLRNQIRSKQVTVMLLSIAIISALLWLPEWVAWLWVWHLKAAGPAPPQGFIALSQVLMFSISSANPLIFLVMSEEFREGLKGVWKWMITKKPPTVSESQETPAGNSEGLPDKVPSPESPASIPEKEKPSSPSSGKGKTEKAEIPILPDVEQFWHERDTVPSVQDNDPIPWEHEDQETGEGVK
FBW7 act: human FBW7 E3 ligase activation, primary screen | AlphaScreen FBW7–phospho-cyclin E peptide binding, activator screen | normalized activity (activation), % at 26.1 µM | 0.13% of 650,000 active | AID 1259310; in the data active = normalized activity above about 1.9%;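 note: purified mutant Fbw7 with reduced substrate affinity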
* marks the source's active call; other numbers are inactive results; & = joins results of further samples.

1	COc1ccc(-c2nc(C(F)(F)F)c(OC)o2)cc1OC
2	COc1ccc2c(=O)cc(-c3cc(Br)cc4c3OCOC4)oc2c1
3	Cc1ccccc1-n1nc2c(c1NC(=O)c1ccc([N+](=O)[O-])cc1)CS(=O)(=O)C2
4	O=C1c2ccccc2C(=O)N1c1ccc2ncccc2c1
5	COC(=O)c1ccccc1NC(=O)COc1ccc(C)c(C)c1
6	O=C(O)c1ccc(-c2cnc3ccc(NCc4ccc5c(c4)OCO5)nn23)cc1
7	COc1ccc(-c2nnc3n2N=C(c2ccc(F)cc2)CS3)cc1
8	C=CCOC(=O)C1=C(C)NC(SCC(=O)Nc2c(C)cccc2C)=C(C#N)C1c1ccccc1OC (configuration not stated)
9	CN1CCN(c2ccc(-c3nc4ncnc(NC5CC5)c4[nH]3)cc2)CC1
10	COC(=O)Nc1nnc(SCc2ccc(C)cc2)s1
assay / entry,1,2,3,4,5,6,7,8,9,10
MITF primary,-0.3,7.7,7.7,-7.8,7.5,-15.5,14.7,-8.5,4.5,16.6
TEAD-YAP block,-2.0,-7.7,-6.5,5.9,4.5,-3.1,14.1,-7.6,6.6,-0.4
GPR151 ag,-0.1,0.0,1.2,-0.7,0.2,-0.8,-1.0,-0.6,-0.2,0.5
FBW7 act,-0.1,0.3,-0.3,-0.2,0.1,0.3,0.6,-0.1,0.1,0.0

11	COC(=O)c1ccc(/C=N/NC(C)(C)C)cc1
12	COc1ccc2cc(C3(C)NC(=O)N(CC(=O)NCCc4ccccc4)C3=O)ccc2c1 (configuration not stated)
13	N#Cc1c(-c2ccccc2)cc(-c2ccccc2)nc1SCC(=O)c1ccc(F)cc1
14	O=C(COc1ccc(-c2ccccc2)cc1)N1CCCC1
15	CCOC(=O)c1cc2n(n1)C(C(F)(F)F)CC(c1ccccc1)N2 (configuration not stated)
16	COc1cccc(NC(=O)CSc2nc(NCC3CCCO3)c3ccccc3n2)c1 (configuration not stated)
17	Cc1ccc(OCC(=O)N2CCCC2)c(Br)c1
18	COc1ccc(CN2CCc3nnc(CNC(=O)c4ccccn4)n3CC2)c(OC)c1
19	Cc1cc(Nc2ccc(F)cc2F)n2nc(C)nc2n1
20	O=C(Nc1ccnn1C1CCN(Cc2ccc3nsnc3c2)CC1)C1CC1
assay / entry,11,12,13,14,15,16,17,18,19,20
MITF primary,1.0,-3.0,5.6,3.4,14.3,0.6,-4.3,1.6,3.7,-6.5
TEAD-YAP block,4.5,3.8,-0.4,-25.1,-2.0,1.1,-2.7,4.1,-8.0,6.9
GPR151 ag,1.0,0.5,1.6,-2.7,0.7,-0.5,-0.7,1.2,0.7,0.7
FBW7 act,-0.1,0.0,0.1,0.0,0.2,0.0,-0.1,-0.1,-0.2,0.1

21	O=C(c1ccc(Cl)cc1[N+](=O)[O-])N1CCN(C/C=C/c2ccccc2)CC1
22	O=C(Nc1ccc(-c2csc(Nc3ccccc3F)n2)cc1)c1ccccc1
23	CC1=C(C(=O)OC2CCCCC2)C(c2ccc3c(c2)OCO3)NC(=O)N1 (configuration not stated)
24	COc1cc(/C=C2/C(=O)NC(=O)N(Cc3ccco3)C2=O)ccc1OCC(=O)O
25	CCCN1C(=O)C(O)(CC(=O)c2ccc(OC)c(OC)c2)c2cc(Br)ccc21 (configuration not stated)
26	Cc1cc(C(=O)COC(=O)c2cc(Cl)ccc2N)c(C)n1Cc1ccco1
27	Nc1cccc(-c2csc(-c3ccccc3)n2)c1
28	O=C(NCCc1ccc(Cl)cc1)c1c(O)c2cccc3c2n(c1=O)CC3
29	Cc1cccc(C(c2sc3nc(C)nn3c2O)N2CCCCC2)c1 (configuration not stated)
30	COc1ccc(Cl)cc1S(=O)(=O)Oc1ccccc1NC(C)=O
assay / entry,21,22,23,24,25,26,27,28,29,30
MITF primary,11.1,5.6,9.6,77.2*,11.3,-9.9,18.0,12.9,-14.3,4.7
TEAD-YAP block,6.1,-7.6,3.7,6.6,9.8,-40.1,-46.5,0.9,3.3,2.1
GPR151 ag,0.7,0.1,0.2,3.4,-0.6,0.1,-0.4,1.3,0.1,-1.4
FBW7 act,0.0,-0.2,0.3,-0.1,0.0,0.2,-0.2,-0.1,0.5,0.7

31	CC(C(=O)Nc1ccc2ccccc2c1)N1C(=O)C(=O)c2cccc(Br)c21 (configuration not stated)
32	Cc1cccc(/C(N)=N/OC(=O)c2ccccc2Cl)c1
33	COc1cc(/C=N\NC(=O)Cn2c(-c3nonc3N)nc3ccccc32)cc(Cl)c1O
34	COc1cc(/C=C2/C(=N)N3N=C(Cc4ccccc4)SC3=NC2=O)ccc1OCCOc1ccc(C)cc1C
35	O=C(NCCc1ccc(Cl)cc1)c1ccc2c(c1)OCCO2
36	COc1ccc(OC)c(S(=O)(=O)NCCC2=CCCCC2)c1
37	Cc1cc(C)c2nc(NC(=O)COC(=O)/C(C#N)=C/c3ccc4c(c3)OCO4)sc2c1
38	Cc1ccccc1CSc1nc(C)c(C#N)c(=O)[nH]1
39	CCOC(=O)C1=C(C)N(CC(C)C)C(=O)/C1=C\c1ccc(N(C)C)cc1
40	COc1ccc(-n2cc(-c3ccccc3)c3c(NCc4ccccc4)ncnc32)cc1
assay / entry,31,32,33,34,35,36,37,38,39,40
MITF primary,5.8,5.1,9.7,3.2,1.2,17.5,11.8,7.6,8.0,9.7
TEAD-YAP block,-7.5,-40.4,29.7,-5.8,1.8,4.7,-9.3,2.5,-12.2,1.1
GPR151 ag,-0.3,-0.7,0.0,-1.9,-2.1,2.4,-0.7,-1.4,1.2,1.8
FBW7 act,-0.1,0.9,0.1,0.0,0.8,1.0,-0.1,0.0,-1.1,-0.1

Only MITF primary, GPR151 ag and TEAD-YAP block (5 entries from above):
No. | Compound | MITF primary | GPR151 ag | TEAD-YAP block
35 | O=C(NCCc1ccc(Cl)cc1)c1ccc2c(c1)OCCO2 | 1.2 | -2.1 | 1.8
40 | COc1ccc(-n2cc(-c3ccccc3)c3c(NCc4ccccc4)ncnc32)cc1 | 9.7 | 1.8 | 1.1
31 | CC(C(=O)Nc1ccc2ccccc2c1)N1C(=O)C(=O)c2cccc(Br)c21 (configuration not stated) | 5.8 | -0.3 | -7.5
39 | CCOC(=O)C1=C(C)N(CC(C)C)C(=O)/C1=C\c1ccc(N(C)C)cc1 | 8.0 | 1.2 | -12.2
37 | Cc1cc(C)c2nc(NC(=O)COC(=O)/C(C#N)=C/c3ccc4c(c3)OCO4)sc2c1 | 11.8 | -0.7 | -9.3

(further entries)
41	COc1ccc(/C(O)=C2/C(=O)C(=O)N(CCCN(C)C)C2c2ccc(Cl)cc2)cc1 (configuration not stated)
42	COC(=O)c1ccc(C2Nc3ccccc3NC3=C2C(=O)CC(C)(C)C3)cc1 (configuration not stated)
43	O=c1oc2ccc([N+](=O)[O-])cc2cc1-c1cnc(N/N=C/c2ccccc2)s1
44	CCOC(=O)C1=C(CC)NC2=C(C(=O)CCC2)C1c1ccncc1 (configuration not stated)
45	O=C(Oc1cccnc1)c1cc2ccccc2o1
46	COC(=O)[C@@H]1CCCN1Cc1ccc2c(c1)CN(Cc1cccn1-c1cccnc1)CCO2
47	COc1ccccc1-n1c(C)nc2cc(C(=O)N3CCCCC3)ccc21
48	COc1ccc(OC)c2nc(N3CCCC3)c(CNCCc3cnc[nH]3)cc12
49	CC(C)(C)c1nnc(NC(=O)c2ccccc2I)s1
50	Cc1ccc2nc(-c3ccc(NC(=O)c4ccc([N+](=O)[O-])o4)cc3)oc2c1
assay / entry,41,42,43,44,45,46,47,48,49,50
MITF primary,-16.6,8.9,9.5,6.6&13.0,-3.0,-9.0,11.1,13.1,-16.4,-6.7
TEAD-YAP block,-12.7,15.0,1.8,3.7&-7.2,-2.0,2.0,3.0,-4.3,-2.3,-20.2
GPR151 ag,0.2,1.5,0.2,0.1&0.7,-0.9,0.0,2.9,1.5,-0.8,-0.1
FBW7 act,0.0,0.0,0.0,0.1&-0.1,-0.1,-0.1,-0.1,-0.1,-0.2,-0.1

Screen by screen, quoted from above.
FBW7 act, compounds 16 to 23 → 0.0, -0.1, -0.1, -0.2, 0.1, 0.0, -0.2, 0.3

The list continues.
51	O=C(Nc1ccccc1Sc1ccccc1)C1CCCO1 (configuration not stated)
52	COc1ccc(-c2cc3cc(OC)c(OC)cc3c(Cc3cccc4ccccc34)n2)cc1C
53	CCOC(=O)c1cc2c(=O)n3ccccc3nc2n(CCOC)c1=NC(=O)c1ccc(F)c(F)c1
54	Clc1ccccc1CNCc1ccco1
55	CCCCCCCC(=O)Nc1ccc(C(=O)Nc2ccc3ccccc3c2)cc1
56	O=c1c2cc(I)ccc2nc(/C=C/c2ccccc2)n1CCO
57	Cc1c(C(=O)O)nn(-c2ccc(F)cc2)c(=O)c1C#N
58	COc1ccc(C(=O)N2CCOC2CNC(=O)C(=O)NCc2ccccc2Cl)cc1 (configuration not stated)
59	CC(=O)N1CCN(c2c(Cl)cccc2NC(=O)c2ccc(Br)o2)CC1
60	N=C(N)SCCc1ccc(CCSC(=N)N)cc1
assay / entry,51,52,53,54,55,56,57,58,59,60
MITF primary,14.4,-5.0,13.4,5.7,11.2,3.6,1.1,-9.4,9.6,-3.5&13.4
TEAD-YAP block,2.8,-12.5,-2.6,11.4,2.7,-3.1,-7.8,10.3,-0.4,-2.7
GPR151 ag,-1.9,-0.4,-0.1,1.0,0.8,-1.9,-0.7,-3.1,-2.1,2.1&-0.2
FBW7 act,0.7,0.1,0.1,0.2,0.1,-0.1,-0.1,0.5,0.5,-0.1

61	O=C(Nc1cnn(-c2cccc(C(=O)NCCCN3CCOCC3)c2)c1)Nc1ccccc1Cl
62	CCC(CC)C(=O)Nc1nn2c(-c3ccccc3)nnc2s1
63	Cc1sc(NC(=O)C2C3C=CC(O3)C2C(=O)O)nc1-c1ccccc1 (configuration not stated)
64	COc1ccc2nc(C)cc(Nc3ccccc3)c2c1
65	Cc1ccc(Cn2c(SCc3ccccc3Cl)nc3ccsc3c2=O)cc1
66	COc1ccc(C2CC(=O)C3=C(C2)Nc2ccccc2NC3c2coc3ccc(Cl)cc3c2=O)cc1OC (configuration not stated)
67	Cc1cc(C)c(NC(=O)COC(=O)C2CCC(=O)N2)c(C)c1 (configuration not stated)
68	Cc1ccc(/C=C/C2=NC(=C\c3ccc(Cl)cc3)/C(=O)O2)cc1
69	CCSc1ccccc1C(=O)Nc1ccc(-c2ccn[nH]2)cc1
70	CCOc1ccc(C(=O)c2cnc3ccc(F)cc3c2N2CCC(C(N)=O)CC2)cc1
assay / entry,61,62,63,64,65,66,67,68,69,70
MITF primary,6.2,0.9,-1.6,18.7,14.8,7.3,11.6,3.7,11.6,1.9
TEAD-YAP block,4.9,6.6,0.1,4.3,-11.9,5.6,-0.5,-6.0,-68.1,3.9
GPR151 ag,0.3,-1.4,0.4,-0.6,0.0,0.0,1.0,-2.9,-1.5,-1.6
FBW7 act,-0.6,0.0,-0.1,0.1,1.0,0.3,0.0,0.1,0.1,0.6

Quoted from the listing:
cpd 64 in GPR151 ag shows -0.6
cpd 67 in TEAD-YAP block shows -0.5
cpd 70 in TEAD-YAP block shows 3.9
cpd 62 in TEAD-YAP block shows 6.6
cpd 65 in GPR151 ag shows 0.0

Profiles, quoted from the list. Order of values: MITF primary, TEAD-YAP block, GPR151 ag, FBW7 act
Profile of CCSc1ccccc1C(=O)Nc1ccc(-c2ccn[nH]2)cc1 → 11.6, -68.1, -1.5, 0.1
Profile of Cc1sc(NC(=O)C2C3C=CC(O3)C2C(=O)O)nc1-c1ccccc1 (configuration not stated) → -1.6, 0.1, 0.4, -0.1
Profile of CCC(CC)C(=O)Nc1nn2c(-c3ccccc3)nnc2s1 → 0.9, 6.6, -1.4, 0.0

Later entries.
71	O=C(NCCCn1ccnc1)c1ccccc1Cl
72	N#Cc1ccc(NC(=O)COC(=O)CCNS(=O)(=O)c2ccccc2)cc1
73	Clc1ccc(CN2CCN(Cc3ccc4c(c3)OCO4)CC2)cn1
74	CCCCN(C)CC(=O)Nc1cc(N(C)C)nc2ccccc12
75	COC(=O)C1=C(C)N(C2CCCCC2)C(=O)/C1=C\c1cccs1
76	COc1ccc(-n2nc(C(=O)NCC3CCCO3)c3ccccc3c2=O)cc1 (configuration not stated)
77	C=Cc1ccc(Cn2c(C)c(CNC3CCCC3)c(C(=O)O)c2C)cc1
78	CC(=O)c1ccc(NC(=O)C(C)N(C)CC(=O)Nc2ccccc2Cl)cc1 (configuration not stated)
79	Cc1ccc2nc(NC(=O)c3cc(Cl)ccc3Cl)sc2c1
80	CC(/C=C/c1ccccc1)=N\NC(=O)c1cccc(F)c1
81	FC(F)(F)c1ccc(-c2cnnc(NC3CCCC3)n2)cc1
assay / entry,71,72,73,74,75,76,77,78,79,80,81
MITF primary,-3.0,-0.9,0.9,24.4,5.8,8.6,27.8,3.8,5.5,5.9,-11.5
TEAD-YAP block,-2.8,0.7,-3.8,3.6,-0.2,11.1,0.8,0.6,-5.2,-41.9,2.7
GPR151 ag,0.9,-2.1,0.7,1.0,1.3,-0.9,0.5,2.1,0.9,-2.4,3.5
FBW7 act,0.0,0.0,0.2,0.0,-0.2,-0.2,0.0,-0.1,0.3,0.1,-0.1
